# LmPK inhibitor – blocks Leishmania mexicana pyruvate kinase activity. purified LmPK, Kinase-Glo ATP luminescence, 1 h. Potency, µM (top dose mostly 57.5 µM), inactives show top-dose activity change, negative = inhibition, most hits filed as inhibitors. hit rate 0.37% among 290,000. AID 1721; further: potency means the concentration at half of the fitted maximal effect
# Target sequence (Q27686 whole entry, looked up): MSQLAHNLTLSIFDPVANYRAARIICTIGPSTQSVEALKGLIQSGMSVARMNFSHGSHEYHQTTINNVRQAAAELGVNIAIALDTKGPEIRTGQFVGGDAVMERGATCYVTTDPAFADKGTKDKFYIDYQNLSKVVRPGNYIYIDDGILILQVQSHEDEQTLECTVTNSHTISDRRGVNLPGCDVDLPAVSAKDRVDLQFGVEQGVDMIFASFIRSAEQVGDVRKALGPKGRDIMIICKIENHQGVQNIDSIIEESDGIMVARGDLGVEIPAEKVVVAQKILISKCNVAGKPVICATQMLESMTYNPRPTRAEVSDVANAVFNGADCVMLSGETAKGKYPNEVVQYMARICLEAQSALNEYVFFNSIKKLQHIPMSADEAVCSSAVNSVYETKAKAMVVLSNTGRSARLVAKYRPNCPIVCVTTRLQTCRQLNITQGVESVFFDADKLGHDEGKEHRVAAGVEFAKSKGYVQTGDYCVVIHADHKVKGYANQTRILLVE
#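 In 50 mM imidazole pH 7.2 with 7 mM MgCl2, LmPK (0.1 nM) turned over PEP (0.5 mM) and ADP (0.1 mM) for 1 h at room temperature. Luciferase read-out of ATP.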
# Tb PYK inh – blocks Trypanosoma brucei pyruvate kinase | hit rate 0.12% among 410,000 | TbPYK enzyme, Kinase-Glo Plus ATP luminescence, 45 min | Q57TT1 | Potency, µM (titrated, usually from 76.8 µM), for the others: top-dose activity, negative = inhibition, actives largely listed as inhibitors | AID 624173; further: potency means the concentration at half of the fitted maximal effect; nearly all actives have a fitted effect of over 50% in size
#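 Enzyme and substrate buffer are dispensed first and compound is pin-transferred. ADP at 130 uM final then starts the reaction, which runs 45 min at room temperature. Detection reagent is added for 10 min before luminescence is imaged.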
# HCMV inh – inhibitors of human cytomegalovirus; activity change, negative = inhibition, % at 57.5 µM; hit rate 4.5% among 410,000; HFF cells, HCMV-luciferase reporter, 72 h; active compounds read low; in the data active means activity change below about -60%; inconclusive means no clear call, values can overlap the other calls; inactive means above about -39%
#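 Compounds were evaluated in HFFs infected with an HCMV luciferase reporter virus (MOI 1 PFU/cell). Luciferase in lysates collected 72 h post infection served as the replication measure.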
# Sm TGR inh – inhibitors of Schistosoma mansoni thioredoxin glutathione reductase; Q962Y6; purified TGR, DTNB reduction, TNB absorbance 405 nm; Potency, µM (series often up to 114 µM), inactives show at the highest dose activity change, negative = inhibition, actives largely listed as inhibitors; hit rate 3% among 360,000; AID 485364; further: potency means the concentration at half of the fitted maximal effect; nearly all actives have a fitted effect of over 60% in size
#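 Kinetic colorimetric format: TGR-catalysed, NADPH-driven DTNB reduction monitored via TNB absorbance. Enzyme dispensed at 20 nM; compound exposure 15 min at room temperature before reaction start.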
# AmpC inh detg – AmpC beta-lactamase inhibition with detergent present; P00811; AmpC hydrolysis of nitrocefin, absorbance 480 nm, 0.01% Triton; Potency, µM (titrated, usually from 114 µM), for the others: top-dose activity change, negative = inhibition, actives largely listed as inhibitors; hit rate 0.041% among 370,000; AID 485294;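 further: potency means the concentration at half of the fitted maximal effect; 0% = no-compound wells and -100% = no-enzyme wells; nearly all actives have a fitted effect of over 25% in size; some results filed as inactive show a strong effect at the top dose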
# Target sequence (P00811 whole entry, looked up): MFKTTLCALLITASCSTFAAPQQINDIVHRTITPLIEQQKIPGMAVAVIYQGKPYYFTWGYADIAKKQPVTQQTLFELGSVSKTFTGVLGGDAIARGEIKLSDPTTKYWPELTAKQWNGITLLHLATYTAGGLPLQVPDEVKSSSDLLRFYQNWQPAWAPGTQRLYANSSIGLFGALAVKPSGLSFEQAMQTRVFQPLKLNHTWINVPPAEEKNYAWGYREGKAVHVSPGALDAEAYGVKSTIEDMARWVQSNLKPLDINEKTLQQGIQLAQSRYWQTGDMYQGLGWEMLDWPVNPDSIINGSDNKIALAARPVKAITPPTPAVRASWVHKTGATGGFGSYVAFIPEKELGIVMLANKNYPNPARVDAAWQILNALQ
#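 20 mM phosphate pH 7.0 + 0.01% (detergent screen) or 0.0001% Triton X-100; 5.3 nM AmpC reagent; cpd preinc 15 min RT; nitrocefin (800 uM stock) to start; A480 q20 s × 4 min; Activity was normalised to no-enzyme and no-compound control wells.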
# AMA1-RON2 inh – disrupts binding of P. falciparum AMA1 to RON2; AlphaScreen AMA1-biotinylated RON2 peptide binding; Potency, µM (highest dose often 58.2 µM), without a hit: at the highest dose activity change, negative = inhibition, actives largely listed as inhibitors; hit rate 0.2% among 360,000; AID 720542;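 further: potency means the concentration at half of the fitted maximal effect; 0% = vehicle wells and -100% = peptide control; nearly all actives have a fitted effect of over 45% in size; some results filed as inactive show a strong effect at the top dose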
#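 AMA1 (3D7) with his tag at 25 nM final met compounds first, then biotinylated RON2 peptide at 25 nM; detection used donor plus acceptor beads, 10 µg/mL apiece, read by AlphaScreen after 30 min at room temperature.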
# AmpC no deterg – blocks E. coli AmpC beta-lactamase in detergent-free assay; P00811; AmpC nitrocefin hydrolysis, absorbance 480 nm, 0.0001% Triton; Potency, µM (top dose mostly 57.1 µM), for the others: top-dose activity change, negative = inhibition, actives largely listed as inhibitors; hit rate 0.52% among 330,000; AID 485341;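 further: potency means the concentration at half of the fitted maximal effect; plate controls were no compound for no effect and no enzyme for full effect; nearly all actives have a fitted effect of over 20% in size; some results filed as inactive show a strong effect at the top dose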
#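 20 mM phosphate pH 7.0 + 0.01% (detergent screen) or 0.0001% Triton X-100; 5.3 nM AmpC reagent; cpd preinc 15 min RT; nitrocefin (800 uM stock) to start; A480 q20 s × 4 min; Activity was normalised to no-enzyme and no-compound control wells.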
# Active calls of the source: *; ? = inconclusive; . = no result given; [ ] = dose if it differs, or a comment. Unless noted, the call rests on the fitted dose curve; in most records, active means well fitted curve in the direction sought with a large enough effect; inconclusive means small, poorly fitted or top-dose-only effect, or another doubt; inactive means no such curve, though single readings can be large; an effect the other way counts as inactive or inconclusive. Unless noted, on the % scale 0 is the no-effect control and ±100 the full control effect.
entry	Structure	LmPK inhibitor	Tb PYK inh	HCMV inh	Sm TGR inh	AmpC inh detg	AMA1-RON2 inh	AmpC no deterg
1	COc1ccc(N2CCN(C(=O)Cc3coc4cc(C)ccc34)CC2)cc1	14%	-1%	-6	-1%	-2%	?	53%[activator]
2	Cc1ccc(C)c(S(=O)(=O)N=Nc2c(O)[nH]c3ccccc23)c1	3%	-1%	15	6%	3%	14%	-29%
3	CCn1c(SCC(=O)Nc2ccc(F)cc2F)nc2c(c1=O)SCC2	-9%	-7%	-18	-24%	4%	-6%	-22%
4	O=C(c1cc(COc2ccc(F)cc2Cl)on1)N1CC2C[C@@H]3CC1C[C@H](C2)C3	1%	1%	114	-9%	-10%	3%	11%
5	CC1=CC(C)(C)N(C(=O)C(C)N2C(=O)c3ccccc3C2=O)c2ccc(C)cc21 (stereo unspecified)	4%	-4%	-8	-13%	-6%	-2%	49%
6	O=C(N/C(=C/c1cccs1)C(=O)N1CCOCC1)c1cccs1	1%	4%	-21	-21%	-1%	16%	-12%
7	O=S(=O)(NCc1ccc(Cl)cc1)c1ccc(N2CCCCS2(=O)=O)cc1	.	2%	-32	1%	1%	.	.
8	C=CCNc1nc2c(c(=O)[nH]c(=O)n2C)n1CCCc1ccccc1	-2%	3%	-22	-21%	?	0%	-5%
9	CCCCNC(=O)C1CCCN(S(=O)(=O)c2ccc(S(=O)(=O)NCC(C)C)cc2)C1 (stereo unspecified)	-1%	4%	-16	11%	2%	4%	-14%
10	CC(=O)c1c(C)[nH]c(C(=O)Nc2cccc(C)c2C)c1C	12%	1%	11	2%	?	-1%	-17%
11	Cc1cc(OCC(=O)Nc2c(C(=O)c3ccccc3)oc3ccccc23)cc(C)c1Cl	.	4%	4	10%	20%	.	.
12	NC(=O)c1cccnc1Nc1ccccc1F	3%	-4%	43	-4%	-13%	-11%	-3%
13	O=C(Cn1ncc2c(=O)oc3ccccc3c21)NC1CC1	5%	5%	31	-117%	-6%	0%	-19%
14	CCN(CC(=O)Nc1cccc(S(N)(=O)=O)c1)Cc1nc2ccccc2c(=O)[nH]1	-1%	2%	-28	2%	4%	146%[activator]	-25%
15	CCOc1ccccc1NC(=O)Cc1ccccc1OC	2%	-2%	-13	1%	-10%	4%	-8%
16	COc1ccccc1CNC(=O)CCC1N=C2c3ccccc3N=C(SCc3ccc(C)cc3)N2C1=O (stereo unspecified)	.	-5%	18	0%	1%	.	.
17	Oc1c(Br)cc(Br)cc1CNc1ccc(F)cc1	1%	-7%	-10	?	2%	-7%	?
18	CCCc1nn(C)c2c(=O)[nH]c(-c3ccccc3OCC)nc12	2%	0%	52	7%	2%	19%	163%[activator]
19	CCOC(=O)Cc1csc(NC(=O)CSc2nc(C)cc(=O)[nH]2)n1	1%	-2%	5	22%	0%	47%[activator]	-27%
20	COc1ccc(/C=C(/NC(=O)c2ccco2)C(=O)NCc2ccco2)cc1	.	-10%	-16	.	.	0%	.
21	COc1ccc(N2CCN(C(=O)c3oc4ccccc4c3NC(=O)CCc3cc(OC)no3)CC2)cc1	8%	3%	-9	-5%	?	?	75%[activator]
22	O=C(NCc1ccccc1)C1Cc2c(-c3ccc(Cl)cc3)ccnc2O1 (stereo unspecified)	.	7%	?	.	.	-8%	.
23	CCOc1cc(OCC)cc(C(=O)N2CCC[C@H]2C(=O)N2CCC[C@H]2C(=O)NCc2ccccn2)c1	.	0%	-21	.	.	13%	.
24	COc1cc(NC(=S)Nc2cccc(C)n2)cc(OC)c1OC	-7%	7%	?	10%	-4%	11%	-52%
25	Cc1ccc(CNC(=O)C2(C)CCN2C(=O)Cc2ccc(-c3ccccc3)cc2)cc1 (stereo unspecified)	.	-2%	-30	.	.	-15%	.
26	COc1ccc(CNc2nc(NC(C)=O)nn2-c2ccccc2)cc1	1%	-4%	17	-2%	2%	14%	-13%
27	O=C(COC(=O)Cc1c(F)cccc1Cl)NC1CCS(=O)(=O)C1 (stereo unspecified)	.	-5%	4	1%	-11%	-6%	-2%
28	CC(=O)N1CCCc2cc(S(=O)(=O)N3CCCC(C(=O)N4CCN(c5ccccc5F)CC4)C3)ccc21 (stereo unspecified)	.	5%	?	0%	-6%	.	.
29	O=C(NCc1ccccc1)C(c1ccncc1)N(C(=O)c1csnn1)c1ccccc1F (stereo unspecified)	0%	14%	4	5%	0%	-5%	-23%
30	NC(=O)CC(NC(=O)Cc1cccc2ccccc12)c1ccc(N2CCCCCC2)c([N+](=O)[O-])c1 (stereo unspecified)	1%	-7%	0	1%	?	-10%	36%

# Some of the entries above in another layout.
# Second line of a record: LmPK inhibitor	Tb PYK inh	HCMV inh	Sm TGR inh	AmpC inh detg	AMA1-RON2 inh	AmpC no deterg
21. COc1ccc(N2CCN(C(=O)c3oc4ccccc4c3NC(=O)CCc3cc(OC)no3)CC2)cc1
  8%	3%	-9	-5%	?	?	75%[activator]
22. O=C(NCc1ccccc1)C1Cc2c(-c3ccc(Cl)cc3)ccnc2O1 (stereo unspecified)
  .	7%	?	.	.	-8%	.
23. CCOc1cc(OCC)cc(C(=O)N2CCC[C@H]2C(=O)N2CCC[C@H]2C(=O)NCc2ccccn2)c1
  .	0%	-21	.	.	13%	.
24. COc1cc(NC(=S)Nc2cccc(C)n2)cc(OC)c1OC
  -7%	7%	?	10%	-4%	11%	-52%

# More compounds:
entry	Structure	LmPK inhibitor	Tb PYK inh	HCMV inh	Sm TGR inh	AmpC inh detg	AMA1-RON2 inh	AmpC no deterg
31	CC(C)OC(=O)c1ccc(COC(=O)c2cccc(-c3nnc(-c4ccccc4)o3)c2)cc1	-4%	-9%	2	-2%	-13%	-9%	-24%
32	Cc1nc2cc(-c3ccsc3-n3c(C)ccc3C)[nH]n2c(=O)c1Cl	3%	-1%	-12	-27%	-1%	18%	-50%
33	CCOC(=O)c1c(-c2ccc(OCC)cc2)csc1NC(=O)CCN1C(=O)c2ccccc2C1=O	0%	.	.	-3%	-12%	.	-16%
34	CSc1ccc(C(c2c(C(=O)O)[nH]c3ccccc23)c2c(C(=O)O)[nH]c3ccccc23)cc1	14%	2%	27	25%	?	-15%	-59%
35	COc1cc(NC(=O)C(CC(C)C)NS(=O)(=O)c2ccc3c(c2)oc(=O)n3C)c(C(=O)O)cc1OC (stereo unspecified)	.	-12%	25	-4%	-6%	.	.
36	Cc1ccc(-c2nn3c(C)nnc3s2)cc1NC(=O)CSc1ccc(Cl)cc1	4%	2%	22	-19%	3%	5%	-18%
37	CN1CCC(=O)N([C@H](CC#N)c2ccccc2)CC1	4%	6%	11	?	-1%	30%[activator]	-12%
38	CCOc1cc(C#N)c(NC(=O)c2cccnc2Cl)cc1OCC	0%	1%	14	0%	?	-1%	0%
39	O=C(NNC(=O)c1ccc2c(c1)OCO2)NC12CC3CC(CC(C3)C1)C2	-1%	-7%	70	4%	-8%	37%[activator]	-37%
40	COc1ccc(/C(C)=N/NS(=O)(=O)c2ccccc2)c(OC)c1	7%	1%	-25	2%	0%	-17%	-29%
41	Cc1cc(NC(=O)C(C)Oc2ccccc2)no1 (stereo unspecified)	-2%	-1%	33	11%	0%	7%	-9%
42	NC(=O)C1CCCN(CC(=O)Nc2ccccc2C(=O)NC2CC2)C1 (stereo unspecified)	.	0%	-25	-5%	2%	74%[activator][11.6 µM]	-10%
43	CC(OC(=O)c1ccc(-n2cnnn2)cc1)C(=O)Nc1ccc(F)c(F)c1F (stereo unspecified)	.	2%	-7	1%	-4%	-11%	-27%
44	O=C(CSC(=S)N1CCCC1)N1CCN(S(=O)(=O)c2ccccc2F)CC1	.	-5%	-4	-1%	?	10%	23%
45	CCOC(=O)c1ccccc1NC(=O)C(=O)Nc1ccc2nc3n(c(=O)c2c1)CCCCC3	.	?	-20	5%	20%	.	.
46	CCOC(=O)c1sc2nc(COC(=O)c3c(F)cccc3F)[nH]c(=O)c2c1C	0%	-1%	-10	1%	-3%	9%	15%
47	CC(C)=CCC/C(C)=C/CNC(=O)C[C@H]1C[C@H](C(=O)N2CCCCC2)[C@@]2(C)c3[nH]c4cc(-c5ccco5)ccc4c3CCN2C1=O	.	-4%	-12	.	.	-26%	65%[activator]
48	CCC(=O)Nc1ccc(Cl)c(NC(=O)c2cccc(OC)c2)c1	0%	-2%	-88*	.	6%	-9%	-3%
49	CCOC(=O)NN1C(=O)c2ccccc2NC1C (stereo unspecified)	2%	2%	13	3%	-1%	3%	-21%
50	COc1ccc(-c2nc3ccc(C)cn3c2Cc2cccc(F)c2)cc1OC	.	1%	48	.	.	-16%	.
51	COCCCNC(=O)C[C@H]1C[C@H](C(=O)N2CCCCC2)[C@@]2(CCc3ccccc3)c3[nH]c4ccc(Cl)cc4c3CCN2C1=O	.	2%	-5	.	.	-7%	-1%
52	CCOC(=O)c1ccc(NC(=O)C2=C(C)Nc3nc(CCCO)nn3C2c2cccc(C)c2)cc1 (stereo unspecified)	9%	-1%	17	?	?	1%	114%[activator]
53	O=C(COc1ccccc1F)NCC(c1ccco1)N1CCCC1 (stereo unspecified)	0%	-3%	-21	5%	-7%	3%	-14%
54	N#C/C(=C\Nc1ccc2c(c1)OCCO2)c1nc(-c2ccccc2)cs1	3%	3%	-9	-9%	0%	-1%	-9%
55	Cc1onc(-c2ccccc2)c1C(=O)Nc1ccon1	15%	2%	57	-10%	?	-5%	139%
56	O=C(c1cc2cccc([N+](=O)[O-])c2oc1=O)N1CCOCC1	-1%	-2%	28	-2%	-1%	9%	-6%
57	Cc1cccc(N2C(=O)C=CC2=O)c1	.	?	-25	.	.	4%	.
58	CCCCc1ccc(-c2c(C#N)c(N)nc3c2CCCC3)s1	1%	-1%	10	5%	?	101%[activator]	-11%
59	CCc1ccc(-c2cc(N)n(-c3ccccc3)n2)cc1	1%[11.5 µM]	2%	4	5%	2%	-8%	-33%
60	CCCn1nnnc1NCc1ccc(N2CCCC2)cc1	5%	-5%	-38	0%	1%	-12%	-12%
61	CON/C=N/C(=S)Nc1ncc(C(F)(F)F)cc1Cl	2%	-24%	?	3%	10%	-7%	-14%
62	CCOC(=O)C1CCN(C(c2ccc(OC)c(OC)c2)c2sc3nc(C)nn3c2O)CC1 (stereo unspecified)	-1%	8%	56	-2%	?	0%	18%
63	CN(CC(=O)Nc1nc2ccccc2s1)S(=O)(=O)c1ccc(Br)cc1	7%	7%	1	-3%	-1%	-3%	-3%
64	Cn1c(O)c(C=NC2CC3CCC2(C)C3(C)C)c(=O)[nH]c1=O (stereo unspecified)	-3%	1%	26	0%	?	9%	-5%
